# AmpC no deterg – inhibitors of E. coli AmpC beta-lactamase without detergent. AmpC nitrocefin hydrolysis, absorbance 480 nm, 0.0001% Triton. Potency, µM (doses to about 57.1 µM), inactives show at the highest dose activity change, negative = inhibition, usual class: inhibitors. hit rate 0.52% among 330,000. AID 485341;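 further: potency means the concentration at half of the fitted maximal effect; plate controls were no compound for no effect and no enzyme for full effect; nearly all actives have a fitted effect of over 20% in size; some results filed as inactive show a strong effect at the top dose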
# Target sequence (P00811 whole entry, looked up): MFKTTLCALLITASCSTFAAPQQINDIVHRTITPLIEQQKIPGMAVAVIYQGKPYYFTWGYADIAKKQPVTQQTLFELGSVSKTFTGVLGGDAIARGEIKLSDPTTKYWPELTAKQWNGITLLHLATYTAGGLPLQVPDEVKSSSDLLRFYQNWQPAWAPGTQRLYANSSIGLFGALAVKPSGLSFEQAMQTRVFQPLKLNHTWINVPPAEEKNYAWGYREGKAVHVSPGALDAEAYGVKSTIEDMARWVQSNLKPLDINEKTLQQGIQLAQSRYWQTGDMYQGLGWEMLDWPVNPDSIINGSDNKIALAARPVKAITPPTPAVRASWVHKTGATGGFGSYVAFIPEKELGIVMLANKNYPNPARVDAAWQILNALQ
#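 20 mM phosphate pH 7.0 + 0.01% (detergent screen) or 0.0001% Triton X-100; 5.3 nM AmpC reagent; cpd preinc 15 min RT; nitrocefin (800 uM stock) to start; A480 q20 s × 4 min; Activity was normalised to no-enzyme and no-compound control wells.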
# LmPK inh – inhibitors of Leishmania mexicana pyruvate kinase; Q27686; Potency, µM (series often up to 57.5 µM), for the others: top-dose activity change, negative = inhibition, hits mostly inhibitors; AID 1721; purified LmPK, Kinase-Glo ATP luminescence, 1 h; hit rate 0.37% among 290,000; further: potency means the concentration at half of the fitted maximal effect; on the % scale 0 is the no-effect control and ±100 the full control effect
# Target sequence (Q27686 whole entry, looked up): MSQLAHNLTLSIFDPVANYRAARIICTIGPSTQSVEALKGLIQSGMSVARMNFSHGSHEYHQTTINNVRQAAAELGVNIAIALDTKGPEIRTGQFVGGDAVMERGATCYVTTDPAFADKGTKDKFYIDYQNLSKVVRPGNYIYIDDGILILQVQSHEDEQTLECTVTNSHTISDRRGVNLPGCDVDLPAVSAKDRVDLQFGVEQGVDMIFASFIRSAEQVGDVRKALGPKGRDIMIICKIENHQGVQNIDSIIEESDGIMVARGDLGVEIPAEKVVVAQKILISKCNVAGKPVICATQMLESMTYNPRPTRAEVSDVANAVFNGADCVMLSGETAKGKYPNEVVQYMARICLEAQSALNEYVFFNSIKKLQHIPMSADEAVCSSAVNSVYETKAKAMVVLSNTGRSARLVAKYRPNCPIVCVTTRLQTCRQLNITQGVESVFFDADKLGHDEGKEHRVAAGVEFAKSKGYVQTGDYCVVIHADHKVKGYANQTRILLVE
#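 ATP generated from ADP (0.1 mM) and PEP (0.5 mM) by 0.1 nM LmPK over 1 h at room temperature (pH 7.2 imidazole buffer) was detected by coupled luciferase luminescence. Values were normalized to uninhibited and no-enzyme wells.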
# Pf growth 48h – inhibits P. falciparum growth in the first generation, 48 h. P. falciparum luciferase growth in erythrocytes, 48 h. Potency, µM (top dose mostly 28.7 µM), for inactives: at the top dose activity change, negative = inhibition, most hits filed as inhibitors. hit rate 5.9% among 310,000. AID 504832; further: potency means the concentration at half of the fitted maximal effect; on the % scale 0 is the no-effect control and ±100 the full control effect
#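 In quantitative HTS format, infected erythrocytes bearing luciferase-reporter parasites were treated for a single generation at 37 C. Luminescence after adding detection reagent served as the growth measure.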
# Pf growth 96h – P. falciparum growth inhibition at 96 hours; P. falciparum luciferase reporter growth, 96 h; Potency, µM (doses to about 28.7 µM), for the others: at the highest dose activity change, negative = inhibition, hits mostly inhibitors; hit rate 6.9% among 320,000; AID 504834; further: potency means the concentration at half of the fitted maximal effect; on the % scale 0 is the no-effect control and ±100 the full control effect
#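 Parasite growth measured via integrated firefly luciferase reporter in P. falciparum. Infected erythrocytes at 2% hematocrit, 0.05% parasitemia final were treated 96 hours at 37 C under 5% CO2, and luminescence was read.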
# Shiga inhibitor – Shiga toxin inhibition. Vero cells, Shiga toxin protein synthesis inhibition reporter. hit rate 9.2% among 290,000. inhibition, % at 38.7 µM; in the data active means inhibition mostly above about 28%, no sharp cut-off; inactive means mostly below about 43%; further: 0% is about no effect
# Tb PYK inh – T. brucei pyruvate kinase inhibition; AID 624173; TbPYK enzyme, Kinase-Glo Plus ATP luminescence, 45 min; Q57TT1; hit rate 0.12% among 410,000; Potency, µM (titrated, usually from 76.8 µM), without a hit: at the top dose activity, negative = inhibition, most hits filed as inhibitors; further: potency means the concentration at half of the fitted maximal effect; on the % scale 0 is the no-effect control and ±100 the full control effect; nearly all actives have a fitted effect of over 50% in size
#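 Screened from lowest to highest concentration, compounds were pinned into TbPYK/substrate mixtures, and ADP (130 uM final) was added. Plates sat at room temperature for 45 min prior to Kinase-Glo Plus detection by luminescence.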
# CHX counter – counter-screen for Shiga toxin inhibitors: cycloheximide protein synthesis inhibition | cell reporter, cycloheximide protein synthesis inhibition counterscreen | max response, % | hit rate 12% among 300,000; in the data active means max response mostly above about 13%, no sharp cut-off; inactive means mostly below about 14%; further: read at 38.3 µM for the half of the compounds with a filed dose; 0% is about no effect
# An asterisk follows results filed as active; ? = inconclusive; . = not tested or not shown; + = active, no number; [ ] = dose if it differs, or a comment. Unless noted, the call rests on the fitted dose curve; in most records, active means well fitted curve in the direction sought with a large enough effect; inconclusive means small, poorly fitted or top-dose-only effect, or another doubt; inactive means no such curve, though single readings can be large; an effect the other way counts as inactive or inconclusive. Compounds as they come; 22% or so of the library scored in one or more.
molecule	Tb PYK inh	Shiga inhibitor	Pf growth 48h	CHX counter	LmPK inh	AmpC no deterg	Pf growth 96h
Nc1ccc2c(c1)COC2=O	-5%	83*	38%[activator]	34*	0%	-9%	?
Fc1ccc(C[n+]2c(-c3ccccc3)cc(-c3ccccc3)cc2-c2ccccc2)cc1	-5%	.	0.93µM*	.	.	56%	0.37µM*
Cc1cc(/C=C2\Cc3ccccc3C2=O)c(C)n1-c1ccccc1	-9%	159*	-25%	80*	-22%	-24%	48%[activator]
CCN1C(=O)NC(=O)/C(=C\c2cn(CC(=O)N3CCCCC3)c3ccccc23)C1=O	-1%	-14	10%	-6	5%	-7%	?
COc1cc(Cl)c(C)cc1NC(=O)c1ccccc1NC(=O)CN1CCOCC1	-12%	-4	?	-1	-1%	39%	?
Cc1ccc(OCC(=O)Nc2c[nH]c(=O)[nH]c2=O)cc1C	-2%	25	28%	-1	-5%	-3%	7%
CC(C)(C)NC(=O)C(c1ccco1)N(Cc1ccc(F)cc1)C(=O)c1snc(C(N)=O)c1N (stereo not drawn)	2%	-14	?	-2	1%	21%	.
CN(CC(=O)Nc1cccc(F)c1)CC(=O)Nc1cccc(S(N)(=O)=O)c1	-5%	-3	-6%	-3	7%	-14%	-1%
C=CCOc1c(Br)cc(/C=N/Nc2ccc(C(=O)O)cc2)cc1OCC	5%	+	-5%	79*	1%	-36%	32%[activator]
O=C(O)C1Cc2ccccc2CN1S(=O)(=O)/C=C/c1ccccc1 (stereo not drawn)	-10%	19	4%	6	?	-9%[11.4 µM]	4%

# Next compounds follow.
molecule	Tb PYK inh	Shiga inhibitor	Pf growth 48h	CHX counter	LmPK inh	AmpC no deterg	Pf growth 96h
CCCOc1ccc(-c2nc(C#N)c(N3CCC(C(N)=O)CC3)o2)cc1	1%	15	-2%	-4	0%	37%	10µM*
Cc1cccc(N2C(=O)NC(=O)/C(=C/c3ccc(N4CCOCC4)cc3)C2=O)c1	?	-25	-3%	12	4%	-31%	-1%
C/C(CC(=O)Nc1ccc(N(C)C)cc1)=N\NC(=O)c1ccncc1	-9%	28	-1%	17	6%	30%	7%
COc1ccccc1-c1cc2nc(C)c(CCC(=O)NC(C)CCc3ccco3)c(C)n2n1 (stereo not drawn)	1%	-10	.	-5	0%	128%[activator]	-22%
COc1ccc(Nc2nc3ccccc3n2C)cc1	-4%	40*	97%[activator]	35*	-9%	-23%	-18%
O=C(Nc1ccc(S(=O)(=O)N2CCOCC2)cc1)c1ccc(S(=O)(=O)N2CCOCC2)cc1	1%	5	-4%	16	-7%	1%	12µM*
O=C(NCc1ccccc1)C(c1cccnc1)N(C(=O)c1ccccn1)c1ccccc1F (stereo not drawn)	0%	-8	1%	4	-1%	7%	1%
CCc1c(C(=O)N2CCOCC2)csc1C	1%	-2	4%	-2	-5%	-15%	?
Cc1nn(-c2ccccc2Cl)c(Cl)c1/C=N/Nc1nc2ccccc2s1	2%	170*	?	104*	3%	-25%	-72%
O=C(COc1ccccc1)NCC(c1ccco1)N1CCN(c2ccccc2F)CC1 (stereo not drawn)	6%	.	?	.	.	59%	?

# Part of the list above in order of molecular weight, rising:
molecule	Tb PYK inh	Shiga inhibitor	Pf growth 48h	CHX counter	LmPK inh	AmpC no deterg	Pf growth 96h
CCc1c(C(=O)N2CCOCC2)csc1C	1%	-2	4%	-2	-5%	-15%	?
CCCOc1ccc(-c2nc(C#N)c(N3CCC(C(N)=O)CC3)o2)cc1	1%	15	-2%	-4	0%	37%	10µM*
Cc1nn(-c2ccccc2Cl)c(Cl)c1/C=N/Nc1nc2ccccc2s1	2%	170*	?	104*	3%	-25%	-72%
O=C(NCc1ccccc1)C(c1cccnc1)N(C(=O)c1ccccn1)c1ccccc1F (stereo not drawn)	0%	-8	1%	4	-1%	7%	1%

# (listing goes on)
molecule	Tb PYK inh	Shiga inhibitor	Pf growth 48h	CHX counter	LmPK inh	AmpC no deterg	Pf growth 96h
Cc1ccccc1/C=N/n1c(C2CCCCC2)n[nH]c1=S	?	-16	12%	8	-2%	-45%	47%[activator]
O=C(N/N=C/C(Br)=C\c1ccccc1)c1n[nH]c2c1CCC2	-1%	111*	.	64*	-9%	-49%	-11%
CCOC(=O)c1ccc(NC(=S)NCCc2ccc(OC)c(OC)c2)cc1	4%	-8	?	-1	-11%	-16%	10µM*
CCCCn1ccnc1C(=O)c1cc(S(=O)(=O)N2CCOCC2)ccc1C	3%	-11	.	1	-1%	61%[activator]	-26%
COc1ccc(CN(CC(=O)NCc2ccc(F)cc2)C(=O)CCC(=O)Nc2cc(C)ccn2)cc1	0%	-12	-1%	-4	2%	27%	-1%
c1ccc2[nH]c(CSc3nc4ccccc4o3)nc2c1	0%	137*	28%	42*	-1%	-18%	-9%
COc1ccccc1N1CC(C(=O)OCC(=O)Nc2cc(C)on2)CC1=O (stereo not drawn)	0%	.	?	.	.	56%	26%
NC(=O)c1nsc(C(=O)N(c2cccc(F)c2)C(C(=O)NCC2CCCO2)c2ccc3ncccc3c2)c1N (stereo not drawn)	-17%	30	?	-3	8%	80%[activator]	?
CN(C)CC1CSCCC1(O)c1ccc(C(F)(F)F)cc1 (stereo not drawn)	-10%	-15	3%	-6	0%	-6%	-25%
COc1cccc(CCNCc2ccc(SC)cc2)c1	0%	-15	16%	1	-2%	-7%	-2%

# The results go on.
molecule	Tb PYK inh	Shiga inhibitor	Pf growth 48h	CHX counter	LmPK inh	AmpC no deterg	Pf growth 96h
CCOC(=O)C1CCN(C(=O)COc2ccc([N+](=O)[O-])cc2)CC1	2%	-11	6%	2	2%	17%	-30%
CCN(CC)C(=S)SC1=CCS(=O)(=O)C1	-10%	-6	7%	-8	0%[11.5 µM]	-11%	-20%
CC(=O)Nc1nnc(CSCc2ccccc2F)s1	4%	28	13%	23*	-4%	-5%	8%
COc1ccccc1-c1nc(SCC(=O)NCC2CCCO2)c2c(=O)n(C)c(=O)n(C)c2n1 (stereo not drawn)	.	24	?	10	4%	-20%	?
NC(=O)c1ccc[n+](CC(=O)OCCC23CC4CC(CC(C4)C2)C3)c1	-20%	30	25%	-4	-1%	18%	45%[activator]
O=C(CN(Cc1ccccc1Cl)C(=O)c1csnn1)NCCc1ccccc1	4%	-17	10%	-8	-5%	6%	13%
CCC1(CC)C(=O)NN(c2ccccc2)C1=O	-1%	-3	4%	-4	3%	-13%	415%[activator]
COc1ccccc1-c1nn2c(-c3ccco3)nnc2s1	-10%	112*	.	68*	3%	66%[activator]	?
COCCOC(=O)C1=C(C)NC(=O)NC1c1ccc(-c2cc(Cl)ccc2Cl)o1 (stereo not drawn)	-4%	-11	-13%	-2	-3%	4%	42%[activator]
Nc1ccccc1NC(=O)CCn1c(=S)[nH]c2ccccc2c1=O	0%	-1	-15%	10	4%	-35%	?

# The list continues.
molecule	Tb PYK inh	Shiga inhibitor	Pf growth 48h	CHX counter	LmPK inh	AmpC no deterg	Pf growth 96h
COc1cccc(CNC(=O)c2ccc(NC3=NC4CS(=O)(=O)CC4S3)cc2)c1 (stereo not drawn)	3%	2	5%	1	0%	-27%	28%
COc1cccc(OC)c1NC(=O)Cc1nn(C)c(=O)c2ccccc12	1%	-14	.	-2	14%	-7%	-9%
Cc1c(CNCc2cccs2)c(C(=O)O)c(C)n1Cc1ccccc1	-1%	19	-25%	6	-4%	-10%	?
COc1ccc(-c2nc(=S)c3c(n2Cc2cccnc2)CC(C)(C)OC3)cc1	-3%	8	-2%	-3	4%	-1%	4%
N#Cc1ccc(-c2ccccc2)nc1SCC(=O)c1cccc(Cl)c1	-2%	-23	4%	-1	3%	-29%	68%[activator]
CN(C)CCNC(=O)c1ccc(COc2ccc(Cl)cc2Cl)cc1	6%	-16	?	8	-2%	47%	35%[activator]
CCCS(=O)(=O)c1c(S(=O)(=O)CCC)c2ccc(C(N)=O)cn2c1C(=O)c1ccc(OC)cc1	2%	12	?	-4	5%	115%[activator]	12%
O=C(CCSc1nnc(-c2ccncc2)o1)Nc1ccc(Cl)cc1	3%	-18	14%	3	-3%	-2%	17%
O=C(Nc1ccc(Cl)cc1)C1=Cc2ccccc2OC1	-9%	68*	.	83*	-2%	-39%	-16%
CCn1cc(C(=O)O)c(=O)c2cc(OC)ccc21	0%	-7	-5%	-2	0%	0%	?

# Additional compounds.
molecule	Tb PYK inh	Shiga inhibitor	Pf growth 48h	CHX counter	LmPK inh	AmpC no deterg	Pf growth 96h
O=c1cc(-c2ccccc2Cl)oc2c(Br)ccc(O)c12	-6%	78*	126%[activator]	31*	3%	-33%	38%[activator]
CCOC(=O)CN(C(=O)CNC(=O)c1ccco1)C(C(=O)NC1CCCCC1)c1cccs1 (stereo not drawn)	-5%	-8	?	-1	-1%	-6%	?
O=[N+]([O-])c1ccc(CNc2cccc(Cl)c2)s1	-8%	25	?	-2	8%	-32%	78%[activator]
CN1CCN(C(=S)c2ccc([N+](=O)[O-])cc2)CC1	?	5	-5%	5	1%	-15%	?
CC(C)Sc1ccccc1C(=O)Nc1ccc2c(c1)n(C)c(=O)n2C	-2%	-1	?	-3	0%	-11%	?
CC1(c2ccc3c(c2)OCO3)NC(=O)N(CC(=O)NCCC2=CCCCC2)C1=O (stereo not drawn)	4%	-18	19%	-3	-1%	1%	56%[activator]
CCOc1ccccc1C(=O)Nc1ccc(S(=O)(=O)N2CCN(C)CC2)cc1	3%	-6	-6%	-2	-5%	113%[activator]	?
CCN(CC)c1ccc(N)cc1S(=O)(=O)Nc1ccc(OC)cc1	-14%	-5	-10%	-1	2%	-21%	-9%
Cc1cc(OCC(=O)OC(C)C)c2c3c(c(=O)oc2c1)CCCC3	-3%	-13	?	8	-2%	-10%	-3%
Cc1ccc(C(=O)OCC(=O)NCCNC(=O)COC(=O)c2ccc(C)o2)o1	-3%	.	9%	.	.	-2%	39%[activator]

# Further structures follow:
molecule	Tb PYK inh	Shiga inhibitor	Pf growth 48h	CHX counter	LmPK inh	AmpC no deterg	Pf growth 96h
O=C(/C=C/c1ccc(N2CCCCC2)c([N+](=O)[O-])c1)c1ccc(O)cc1	1%	55*	?	47*	-2%	-52%	?
CCCc1cc(=O)oc2cc(C)cc(OC(C)C(=O)NCC3CCC(C(=O)O)CC3)c12 (stereo not drawn)	-2%	-1	0%	-1	-10%	-13%	?
CCCNC(=O)c1ccc2c(=O)c(O)c(-c3cccc(Br)c3)[nH]c2c1	2%	-6	?	-4	-4%	-45%	?
Fc1ccc(Nc2ccc3ccccc3n2)c(F)c1	-15%	28	256%[activator]	13	-21%	-30%	225%[activator]
CCn1c(SCC(=O)C(C)(C)C)nnc1-c1cccnc1	-4%	-2	-10%	-4	3%	-15%	22%
CCN(CCCNC(=O)C1CCC(=O)N1Cc1ccc(F)cc1)c1cccc(C)c1 (stereo not drawn)	-1%	-5	-2%	-5	2%	124%[activator]	1%
CCN(CC)CCn1c(-c2ccc(C)cc2)nc(=S)c2c1CC(C)(C)OC2	-6%	30	-10%	-1	3%	-3%	?
Cc1ccc2c(c1)C1CN(C)CCC1N2C(=O)c1cccc(S(=O)(=O)N(C)C)c1 (stereo not drawn)	-2%	17	0%	-4	12%	0%	2%
COc1cccc(NC(=O)c2ccc(CN3CCN(c4ccccc4)CC3)cc2)c1	.	27*	12µM*	17*	6%	-19%	41%[activator]

# High-throughput results deposited in PubChem BioAssay by National Center for Advancing Translational Sciences (NCATS).
